USP2a inh: qHTS Assay for Inhibitors of Ubiquitin-specific Protease USP2a Using CHOP2 as the Reporter. Ubiquitin carboxyl-terminal hydrolase 2 (Homo sapiens), O75604. 0.01% of 330,000 active. USP2 core, Ub-CHOP2 coupled fluorogenic reporter, 485/531. Potency, µM (doses to about 38.3 µM), without a hit: at the highest dose activity change, negative = inhibition, actives largely listed as inhibitors;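 also: potency is read from the fitted curve at half-maximal effect; plate controls were DMSO wells for no effect and full inhibition by NEM control for full effect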
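USP2 core (10nM final) preincubated 30min RT with compound in 20mM Tris-HCl pH 8.0, 2mM CaCl2, 2mM beta-mercaptoethanol, 0.05% CHAPS; 25nM Ub-CHOP2 plus 25nM reporter substrate added, fluorescence (Ex485/Em531) read after 60min.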
TCR activator: Activators of T cell receptors: qHTS campaign; Potency, µM (doses to about 9.22 µM), without a hit: at the top dose activation of IL-2 secretion, hits mostly activators; AID 504894, 2011; 330,000 tested, under 10 active; primary human leukocytes, anti-CD3, IL-2 HTRF, 48 h; also: % of control where 0% means no effect
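TCR engagement came from a-CD3 beads alone, with compounds added to primary human leukocytes for 48 hr. Secreted IL-2 bridged europium cryptate- and d2-labelled anti-IL-2 antibodies, giving FRET emission at 665nm after 320nm excitation.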
ELG1 DNA repair: qHTS screen for small molecules that inhibit ELG1-dependent DNA repair in human embryonic kidney (HEK293T) cells expressing luciferase-tagged ELG1 | HEK293T ELG1-luciferase reporter, luminescence, 16 h; DNA damage induced by 5-fluorouridine | Potency, µM (top dose mostly 46.1 µM), for inactives: at the highest dose activity change, negative = inhibition, actives largely listed as inhibitors | 2.3% of 330,000 active | AID 504467, 2011; also: potency is read from the fitted curve at half-maximal effect; % is scaled to controls: 0 for no effect and ±100 for the full control effect; nearly all actives have a fitted effect of over 55% in size
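Step one: seed 2,000 cells per well. Step two: pin-transfer compound or DMSO alongside 5-fluorouridine. Step three: incubate 16 hr, 37 °C, 5% CO2. Step four: add ONE-Glo, wait 30 min, read luminescence.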
Mito fusion act: qHTS Assay for Small Molecule Inhibitors of Mitochondrial Division or Activators of Mitochondrial Fusion; S. cerevisiae fusion-defective mutant growth rescue, CellTiterGlo 48 h; AID 485298, 2010; 0.23% of 320,000 active; Potency, µM (titrated, usually from 46.1 µM), for inactives: at the top dose growth rescue (activation), usual class: activators;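 also: potency is read from the fitted curve at half-maximal effect; % of control where 0% means no effect; nearly all actives have a fitted effect of over 45% in size; temperature-sensitive fusion mutants such as fzo1-1 at 37 °C on non-fermentable ethanol glycerol medium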
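S. cerevisiae fusion-defective temperature-sensitive mutants (e.g. fzo1-1, mgm1-5) grown 48 h at 37C in YPEG (ethanol/glycerol non-fermentable) medium with 23 nl compound per well; growth rescue read as CellTiterGlo luminescence.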
Tb PFK block: qHTS Assay to Find Inhibitors of T. brucei phosphofructokinase. 0.17% of 330,000 active. T. brucei PFK, ADP-Glo luminescence. Potency, µM (series often up to 57.5 µM), for the others: at the top dose activity, negative = inhibition, usual class: inhibitors;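 also: potency is read from the fitted curve at half-maximal effect; 0% = uninhibited 1x PFK enzyme wells and -100% = no-enzyme wells; nearly all actives have a fitted effect of over 60% in size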
Target sequence (O15648 whole entry, looked up): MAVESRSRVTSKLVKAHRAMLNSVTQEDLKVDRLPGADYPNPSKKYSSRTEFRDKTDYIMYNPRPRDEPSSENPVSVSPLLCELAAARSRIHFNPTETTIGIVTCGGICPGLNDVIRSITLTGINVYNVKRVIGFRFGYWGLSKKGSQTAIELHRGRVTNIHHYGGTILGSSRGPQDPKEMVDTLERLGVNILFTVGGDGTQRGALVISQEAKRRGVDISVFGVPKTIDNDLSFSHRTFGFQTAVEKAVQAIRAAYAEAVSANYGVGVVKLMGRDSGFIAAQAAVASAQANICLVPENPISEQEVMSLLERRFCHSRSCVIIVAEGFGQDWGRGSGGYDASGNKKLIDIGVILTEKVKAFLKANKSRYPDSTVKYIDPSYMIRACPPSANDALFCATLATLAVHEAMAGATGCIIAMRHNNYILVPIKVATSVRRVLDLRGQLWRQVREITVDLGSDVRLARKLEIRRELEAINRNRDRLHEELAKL
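In TEA buffer at pH 8.0 with 5 mM MgCl2, enzyme (1.25 nM) converted F6P (0.5 mM) and ATP (0.1 mM) for 45 min at room temperature. ADP product was read by luciferase luminescence.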
TSG101-PTAP inh: qHTS Assay for Iinhibitors of HIV-1 Budding by Blocking the Interaction of PTAP/TSG101; 340,000 tested, under 10 active; Fluorescence polarization, FITC-PTAP peptide / Tsg101 binding; Tumor susceptibility gene 101 protein (Homo sapiens), Q99816; AID 493005, 2010; Potency, µM (highest dose often 115 µM), inactives show at the top dose activity change, negative = inhibition, most hits filed as inhibitors; active = well fitted inhibition curve with a large enough effect in the main read-out, with a control signal flat, not every such curve was filed as active; inconclusive = small, poorly fitted or top-dose-only effect, or effect the other way, or a change in a side signal; inactive = no such curve, though single readings can be large or run the other way; also: potency is read from the fitted curve at half-maximal effect; % of control where 0% means no effect
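Fluorescence anisotropy tracks displacement of a FITC-tagged PTAP peptide (50 nM) from the Tsg101 binding domain (10 uM), following a 20 min room-temperature incubation at pH 7.5.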
TSHR antagonist: Antagonists of the Thyroid Stimulating Hormone Receptor: HTS campaign | Thyrotropin receptor (Homo sapiens), P16473 | TSHR-expressing cells, TSH-stimulated cAMP HTRF, 2 h; hits give low values | activity change, negative = inhibition, % at 11.5 µM | 0.2% of 330,000 active | AID 504810, 2011;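 active = activity change below a set negative limit, meaning inhibition stronger than a set level, cut at about -70% in these data; inconclusive = activity change between two set negative limits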; also: % is scaled to controls: 0 for no effect and ±100 for the full control effect
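Cell-based HTRF cAMP assay; TSHR cells + compound, TSH EC80 (4nM final), 2 h, 37 deg C. Lysis with anti-cAMP cryptate and cAMP-d2, 30 min RT, read 665/620 nm.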
B2AR arrestin: qHTS assay of beta-arrestin-biased ligands of beta2-adrenergic receptor | Beta-2 adrenergic receptor (Homo sapiens), P07550 | beta-arrestin recruitment to beta2AR, cell-based reporter | Potency, µM (highest dose often 46.1 µM), for inactives: at the top dose activation, actives largely listed as activators | 0.02% of 330,000 active | AID 492947, 2010;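 also: potency is read from the fitted curve at half-maximal effect; 0% = DMSO controls and full agonism = EC100 isoproterenol or metaproterenol; nearly all actives have a fitted effect of over 65% in size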
Target sequence (P07550 whole entry, looked up): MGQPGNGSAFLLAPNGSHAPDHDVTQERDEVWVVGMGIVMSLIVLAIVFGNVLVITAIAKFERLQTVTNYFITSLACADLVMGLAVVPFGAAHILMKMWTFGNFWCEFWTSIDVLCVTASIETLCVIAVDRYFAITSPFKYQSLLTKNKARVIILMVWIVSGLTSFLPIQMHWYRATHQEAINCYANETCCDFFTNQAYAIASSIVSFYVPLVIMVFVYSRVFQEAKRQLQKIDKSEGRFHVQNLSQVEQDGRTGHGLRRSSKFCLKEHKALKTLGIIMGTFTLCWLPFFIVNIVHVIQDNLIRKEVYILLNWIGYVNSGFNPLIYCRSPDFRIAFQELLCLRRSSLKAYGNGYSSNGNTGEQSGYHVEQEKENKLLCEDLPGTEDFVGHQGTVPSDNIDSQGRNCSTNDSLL
Eya2 phos inh: qHTS Assay for Inhibitors of the Phosphatase Activity of Eya2; recombinant Eya2, OMFP fluorescence dephosphorylation (OMFP is methylfluorescein phosphate); Potency, µM (titrated, usually from 76.9 µM), without a hit: top-dose activity, negative = inhibition, usual class: inhibitors; 0.006% of 330,000 active; AID 488837, 2010; Protein phosphatase EYA2 (Homo sapiens), O00167; also: potency is read from the fitted curve at half-maximal effect; % is scaled to controls: 0 for no effect and ±100 for the full control effect
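Eya2 protein (added as 0.2 uM solution) was preincubated with compound for 10 min at ambient temperature in 50 mM HEPES pH 7.5, 50 mM NaCl, 5 uM MgCl2, 0.05% BSA, 1 mM DTT. OMFP (added at 50 uM) then reacted 10 min; fluorescence read at 485/525 nm.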
BCR signal inh: qHTS Assay to Find Inhibitors of Chronic Active B-Cell Receptor Signaling; ABC-DLBCL IkBa-CBG/CBR reporter, luminescence ratio, 4 h; Potency, µM (top dose mostly 46.1 µM), inactives show top-dose ratio change, negative = lower green/red ratio, most hits filed as inhibitors; 0.05% of 340,000 active; active = well fitted inhibition curve with a large enough effect in the signal ratio, with a control signal flat, not every such curve was filed as active; inconclusive = small, poorly fitted or top-dose-only effect, or effect the other way, or a change in a side signal; the % refers to the signal ratio;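 also: potency is read from the fitted curve at half-maximal effect; plate controls were basal doxycycline-induced cells for no effect and cells given 10 µM MG132 for full effect; MG132 reads +100%, hits lower the ratio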
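Compounds up to 46 uM were incubated four hours with TMD8 cells whose green CBG68 luciferase is fused to IkappaBalpha; red CBR luminescence normalised the signal, and concentration-effect curves were fitted to fusion, red and ratio data.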
uPA surface inh: qHTS for Inhibitors of Cell Surface uPA Generation. cell surface uPA generation assay, qHTS. Potency, µM (highest dose often 38.3 µM), inactives show at the top dose activity change, negative = inhibition, actives largely listed as inhibitors. 0.31% of 330,000 active; active = well fitted inhibition curve with a large enough effect; inconclusive = small, poorly fitted or top-dose-only effect; inactive = no such curve, though single readings can be large or run the other way; tested in mouse RAW 264.7 cells; also: potency is read from the fitted curve at half-maximal effect; % is scaled to controls: 0 for no effect and ±100 for the full control effect; nearly all actives have a fitted effect of over 55% in size
The depositor's hits bear a star; ? = inconclusive; · = no result given; [ ] = another dose, or the depositor's remark. Unless noted, calls follow the shape of the dose curve; as a rule, active = well fitted curve in the direction sought with a large enough effect; inconclusive = small, poorly fitted or top-dose-only effect, or another doubt; inactive = no such curve, though single readings can be large; an effect the other way counts as inactive or inconclusive. Rows are unselected; 3% or so of the library scored in one or more.

SMILES	USP2a inh	TCR activator	ELG1 DNA repair	Mito fusion act	Tb PFK block	TSG101-PTAP inh	TSHR antagonist	B2AR arrestin	Eya2 phos inh	BCR signal inh	uPA surface inh
O=C(NCc1ccccc1)C1CCC(CNc2c(N3CCCCC3)c(=O)c2=O)CC1 (configuration not stated)	3%	3%	-16%	-3%	-1%	-2%	7	-3.8%	-5%	?	10%
COC(=O)c1ccc(C)c(NC(=O)Cn2cnc3ccccc3c2=O)c1	1%	4%	3%	-1%	1%	-5%	11	0.3%	-14%	?	10%
CCOC(=O)NC(=O)CSc1nnnn1-c1ccc(C)cc1	1%	-6%	12%	-6%	2%	-3%	6	0.0%	-8%	?	4%
COc1ccc(OC)c(NC(=O)CSc2nc3scc(C)c3c(=O)[nH]2)c1	-1%	0%	?	5%	1%	-6%	10	-0.5%	?	-11%	-4%
Cc1ccc(C)c(NC(=O)C2CC=CCC2C(=O)O)c1 (configuration not stated)	-1%	-5%	0%	1%	0%	-1%	-1	0.6%	17%	3%	4%
COc1ccc(CCNC(=O)C2CCN(C(=O)c3ccccc3C)CC2)cc1	0%	14%	-9%	3%	-7%	-3%	-5	0.0%	21%	1%	-2%
CCOc1ccc(N=Nc2c(=O)[nH]n3c(=O)cc(C)[nH]c23)cc1	-7%	11%	?	-9%	21%	-3%	-19	0.4%	-4%	6%	-10%
CC(=O)C1=C(O)C(=O)N(c2ccc(Br)cn2)C1c1ccc(F)cc1 (configuration not stated)	1%	6%	?	-2%	-6%	-10%	1	0.2%	2%	?	-3%
COc1ccc(N2CC(C(=O)Nc3c4c(nn3-c3ccc(OC)cc3)CS(=O)(=O)C4)CC2=O)cc1 (configuration not stated)	-1%	2%	-5%	-2%	4%	3%	-4	-0.8%	-1%	-4%	2%
COc1ccc(-c2cn(Cc3ccc([N+](=O)[O-])cc3)nn2)cc1	-1%	-4%	-1%	2%	-23%	0%	7	-1.1%	1%	6%	6%
O=C(Nc1ccc(OCC(=O)N2CCOCC2)cc1)c1cncc(Br)c1	5%	-1%[46.1 µM]	9.2µM*	8%	1%	1%	-7	-0.5%	6%	0%	4%
O=c1[nH]c(Nc2ccc3c(c2)OCCO3)nnc1Cc1ccccc1	-2%	-2%	-5%	2%	1%	-2%	-6	-0.8%	-5%	0%	0%
CC(C)(CC(=O)O)CC(=O)Nc1ccc2c(c1)ncn2CCc1ccccc1	-1%	4%	1%	13%	2%	0%	-1	-1.1%	8%	5%	-3%
CCc1ccccc1C1=CC(=O)C[C@H](c2ccc(OC)cc2)C1	0%	-2%	-3%	·	4%	2%	-27	-0.2%	0%	0%	-15%
C=CC[C@H](CC(=O)NCCO)C(=O)NC[C@H](OC(=O)[C@@H](CC=C)Cc1ccc(F)cc1)c1ccccc1	0%	2%	?	·	-1%	-1%	48	0.4%	15%	0%	9%
OCCCNc1nc(-c2ccc(Br)cc2)nnc1-c1ccc(Cl)cc1	0%	-1%[46.1 µM]	-5%	22µM*	1%	0%	0	0.1%	3%	?	3%
O=C(CN1CCOCC1)Nc1nc2ccc([N+](=O)[O-])cc2s1	9%	5%	18%	0%	1%	-2%	-5	0.3%	9%	?	-12%
Cc1ccc(S(=O)(=O)Cn2nnnc2C(CC(C)C)N2CCN(C(=O)c3ccco3)CC2)cc1 (configuration not stated)	-1%	3%	-4%	-3%	0%	-2%	0	-3.8%	-3%	0%	2%
O=C(COC(=O)/C=C/c1ccccc1)NCC1CCCO1 (configuration not stated)	0%	·	11%	-5%	3%	0%	2	0.2%	3%	3%	1%
Nc1ccc[n+](Cc2ccccn2)c1	-2%	-6%	0%	-3%	4%	0%	-6	5.9%	23%	1%	3%
O=[N+]([O-])c1ccc(/C=N/NC(=S)Nc2ccccc2F)o1	5%	-10%[46.1 µM]	?	0%	6%	-7%	-12	1.0%	1%	-23%	3%
CN(C(=O)CCS(=O)(=O)c1ccc2c(c1)oc(=O)n2C)C1CCCCC1	2%	3%	27%	-6%	-6%	1%	9	-0.3%	0%	-1%	-2%
CCOC(=O)C1CCCN(C2=NC(=O)/C(=C/c3ccc(OC)cc3OC)S2)C1 (configuration not stated)	0%	-1%	?	6%	-14%	-4%	-5	0.7%	8%	-15%	0%
CCN(CC)C(=O)[C@H]1CC(CC(=O)NCCN2CCOCC2)C(=O)N2CCc3c([nH]c4ccccc34)[C@]12C (some centres not stated)	2%	-2%	8%	·	-2%	1%	5	0.9%	-13%	-2%	12%
c1ccc(-n2nnnc2-n2nnc3ccccc32)cc1	1%	5%	-1%	-13%	7%	-6%	-4	-0.3%	6%	0%	-3%
Nc1ccc(-c2nc3c(Cl)cc(N)cc3[nH]2)cc1	4%	8%	0%	-4%	2%	-5%	-16	0.3%	-15%	?	-3%
O=C(CN1C(=O)S/C(=C/c2ccc(N3CCOCC3)cc2)C1=O)N1CCOCC1	7%	1%[46.1 µM]	?	2%	-4%	5%	0	-1.0%	3%	?	-4%
Cc1cccc(NS(=O)(=O)c2ccc(Br)s2)n1	2%	2%	12%	0%	2%	-9%	4	0.2%	-19%	-12%	·
COc1ccc(Cl)cc1NC(=O)CC1CCCC1	0%	2%	?	7%	-4%	0%	-12	-0.1%	-10%	?	0%
CN(C)CCCn1c(SCCN2C(=O)c3ccccc3C2=O)nc2ccccc2c1=O	2%	-101%	-6%	1%	4%	-6%	-8	-0.9%	8%	-1%	5%
COc1cccc(NC(=O)CN(C)C(=O)c2ccccc2OCC(=O)Nc2cccc(C(F)(F)F)c2)c1	0%	5%	?	0%	1%	0%	4	0.0%	-20%	-15%	1%
Fc1ccc(N/N=C/c2ccc(N3CCOCC3)cc2)c(F)c1	-1%	-1%	?	1%	-5%	0%	-6	-0.1%	-23%	?	·
Cc1ccc2c(c1)N(CC(=O)N1CCC(C)CC1)C(=O)c1cccnc1O2	0%	4%	?	-10%	-2%	0%	9	-0.5%	-1%	?	0%
Oc1ccccc1CN(Cc1ccco1)CC(O)COCc1ccc(Cl)cc1 (configuration not stated)	-3%	-7%[46.1 µM]	?	?	-3%	-2%	-9	0.9%	-16%	-6%	5%
CCC1(C)Cc2c(sc3nnn(CC(=O)Nc4ccccc4C)c(=O)c23)CO1 (configuration not stated)	-3%	·	10µM*	5%	3%	·	-4	-0.3%	17%	-1%	-6%
CC(=O)c1ccc(NS(=O)(=O)c2ccc(CC(C)C)cc2)cc1	6%	0%	4%	24%	6%	-2%	-20	-0.3%	-30%	1%	·
CCOC(=O)c1c(C)[nH]c(C(=O)CSc2nnc(CC(C)c3ccccc3)o2)c1C (configuration not stated)	-1%	·	0%	5%	-5%	-3%	-5	0.3%	3%	1%	4%
Cc1ccc(S(=O)(=O)CCc2ccncc2)cc1	1%	4%	?	-1%	3%	-1%	8	-0.8%	4%	1%	2%
Cc1ccccc1CNC(=O)Nc1ccc(Cl)cc1	-3%	1%	?	1%	4%	-2%	-18	0.5%	-14%	?	1%
O=C(c1ccco1)c1cn[nH]c1-c1ccc(Cl)cc1O	0%	-2%	?	0%	-3%	0%	-4	-0.3%	-23%	-18%	0%
